# H69AR inhibit: proliferation blockers of H69AR lung cancer cells, primary screen, cell-based, human, 86K library | H69AR lung tumor viability, ATP luminescence, 72 h; hits give low values | viability, % at 10 µM | 85,000 tested, 6% active | AID 598, 2007;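 active = viability at or below 40%; inactive = viability above 40%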;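 note: multidrug resistant small cell line overexpressing MRP-1 efflux transporter; 100% = mean luminescence of untreated control wells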
# E coli WT exp: growth inhibitors of wild-type E. coli, primary screen, strain BW25113, expanded library, OD600. OD600 absorbance. growth inhibition, % at 100 µM. 98,000 tested, 0.15% active. AID 710, 2007;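 active = growth inhibition above about 50% at one test dose, limit read from the data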;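 note: growth measured after 20 h incubation at 37 °C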
# hDAT+cocaine: changed hDAT dopamine uptake under cocaine IC80, either direction, primary screen, cocaine antagonist project, cell-based, LLC-PK1 hDAT, [14C]-dopamine uptake, MLSMR | Sodium-dependent dopamine transporter (Homo sapiens), Q01959 | 110,000 tested, 1.3% active | B-score at 10 µM | LLC-PK1 hDAT cells, [14C]-dopamine uptake with cocaine IC80; actives deviate in either direction | AID 449768, 2010;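 active = Z score or B-score, a plate-position-corrected score, falls beyond the plate's 99.7% confidence bounds, in either direction; inactive = both scores lie inside the 99.7% bounds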;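 note: scored against the spread of the other compound wells on the same plate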
# Target sequence (Q01959 whole entry, looked up): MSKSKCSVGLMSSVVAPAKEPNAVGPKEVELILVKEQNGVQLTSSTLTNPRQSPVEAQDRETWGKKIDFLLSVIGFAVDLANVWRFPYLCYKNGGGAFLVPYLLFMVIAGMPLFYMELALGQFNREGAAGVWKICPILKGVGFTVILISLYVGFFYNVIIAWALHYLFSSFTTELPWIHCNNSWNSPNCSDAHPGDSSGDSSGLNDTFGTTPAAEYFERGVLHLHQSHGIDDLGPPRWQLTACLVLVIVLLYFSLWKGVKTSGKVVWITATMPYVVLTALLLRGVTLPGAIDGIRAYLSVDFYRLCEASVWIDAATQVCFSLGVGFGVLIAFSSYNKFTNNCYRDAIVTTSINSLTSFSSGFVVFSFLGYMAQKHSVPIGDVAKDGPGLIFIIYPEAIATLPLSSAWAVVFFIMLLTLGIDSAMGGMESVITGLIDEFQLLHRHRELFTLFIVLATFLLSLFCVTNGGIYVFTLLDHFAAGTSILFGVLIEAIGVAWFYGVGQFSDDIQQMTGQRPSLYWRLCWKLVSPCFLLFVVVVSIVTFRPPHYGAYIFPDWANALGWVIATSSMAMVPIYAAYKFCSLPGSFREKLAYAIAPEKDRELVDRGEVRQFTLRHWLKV
# HUVEC prolif 384: inhibitors of HUVEC proliferation, primary screen, cell-based, 384-well. CellTiter-Glo luminescence, 72 h; hits give low values. viability, % at 10 µM (by protocol). 86,000 tested, 1.1% active. AID 648, 2007;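 active = viability at or below 30%; inactive = viability above 30%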;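 note: 100% = median luminescence of DMSO-only cell control wells on each plate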
# S1P2 blocker: human S1P2 receptor antagonists, primary screen, cell-based | Sphingosine 1-phosphate receptor 2 (Homo sapiens), O95136 | cell-based S1P2 antagonist assay, inhibition at 5 uM | inhibition, % at 5 µM | 97,000 tested, 0.21% active | AID 736, 2007; in the data active = inhibition above about 45%;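 note: CRE beta-lactamase reporter cells expressing human S1P2 stimulated with S1P; 0% = agonist at EC80 alone and 100% = agonist plus reference antagonist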
# Target sequence (O95136 whole entry, looked up): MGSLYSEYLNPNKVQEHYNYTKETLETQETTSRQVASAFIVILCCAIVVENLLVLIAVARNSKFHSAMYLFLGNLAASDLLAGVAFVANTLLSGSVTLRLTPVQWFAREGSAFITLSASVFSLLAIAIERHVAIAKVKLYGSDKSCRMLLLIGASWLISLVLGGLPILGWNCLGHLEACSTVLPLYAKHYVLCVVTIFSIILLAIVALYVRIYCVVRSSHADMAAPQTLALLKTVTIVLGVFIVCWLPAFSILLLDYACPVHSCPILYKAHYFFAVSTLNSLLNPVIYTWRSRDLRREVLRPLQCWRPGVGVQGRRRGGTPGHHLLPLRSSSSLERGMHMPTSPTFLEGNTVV
# PostGolgi ctrl: growth inhibition of yeast control strain, primary screen, counter-screen for post-Golgi transport modulator project; 98,000 tested, 5% active; inhibition, % at 10 µM; efflux-deficient yeast background strain, growth absorbance A615, 16 h
# Fibroblast inh: antiproliferative effect on LL 47 fibroblasts – human, LL 47 cells, CellTiter-Glo luminescence, primary screen | 85,000 tested, 1.1% active | viability, % at 10 µM | AID 719, 2007 | LL 47 human lung fibroblast viability, ATP luminescence; hits give low values;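 active = viability at or below 50% in the single dose screen; inactive = viability above 50%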;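 note: compound exposure lasted 72 h before the ATP readout; 100% = median luminescence of untreated cell-only wells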
#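 Assay system: human lung fibroblast line LL 47, low passage. Input: 1,150 fibroblasts seeded per well. Times: overnight cell rest, 72 h compound treatment at 37 °C. Evaluation: % viability of median cell-only signal. Technique: luminescent ATP detection, CellTiter-Glo. Control set: cell-only wells, no compound.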
# PostGolgi yeast: phenotypic screen on post-Golgi transport, primary screen; 98,000 tested, 0.9% active; inhibition, % at 10 µM; post-Golgi transport phenotypic cell assay;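 note: yeast cells grown in 1536-well plates; yeast grown about 18 h at 30C before absorbance read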
# S1P2 agonist: S1P2 receptor agonists, primary screen, cell-based; S1P2-expressing cell line, agonist reporter read-out; activation, % at 4.5 µM; 97,000 tested, 0.46% active; AID 729, 2007; in the data active = activation above about 16%;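 note: 0% = vehicle low control and 100% = maximal reference agonist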
# * = called active by the depositor; . = not tested or not shown. Cut-off read from the data, not from the text of the source, unless noted: active = inhibition above about 30%; inactive = the rest. Rows are unselected; about 11% have a hit in one of these screens.
nr	molecule	H69AR inhibit	E coli WT exp	hDAT+cocaine	HUVEC prolif 384	S1P2 blocker
1	COc1ccccc1NC(=O)CSc1ncnc2c1oc1ccccc12	66	-10	0.31	66	-25
2	CCOc1ccc(C(=O)NC(C(=O)NCc2ccccn2)C(C)C)cc1 (configuration not stated)	90	-6	.	111	-13
3	CCOc1ccc(S(=O)(=O)NCc2ccc(F)cc2)c2cccnc12	80	10	-2.7	90	-18
4	O=C1NC(c2ccncc2)C(C(=O)c2cccs2)C(O)(C(F)(F)F)N1 (configuration not stated)	96	1	-1.5	97	2
5	C/C(=C\c1ccco1)C1C(C#N)=C(N)Oc2n[nH]c(-c3ccc(C)cc3)c21 (configuration not stated)	.	-4	-0.093	.	11
6	COC(=O)c1cccc(NC(=O)c2cccnc2)c1	88	0	-0.31	99	-8
7	CS(=O)(=O)N(CC(=O)NCCC1=CCCCC1)c1ccc2c(c1)OCO2	90	3	0.41	113	10
8	O=C(O)CCN1C(=O)c2ccc(NC(=O)c3cccs3)cc2C1=O	103	-1	-2	92	0
9	Cc1oc2c(C)c(O)ccc2c(=O)c1-c1cnn(-c2ccccc2)c1	70	0	-0.63	102	-27
10	COCCN(C(=O)Cn1nnc2ccccc21)C(C(=O)NC1CCCCC1)c1ccc(OC)cc1OC (configuration not stated)	74	.	0.17	99	-3
11	COc1c(F)c(F)c(C(=O)Nc2ccccc2N2CCN(C(C)=O)CC2)c(F)c1F	79	2	0.46	82	-24
12	COc1ccc(Cl)cc1N1C(=O)C2CCCN2C1c1ccccc1F (configuration not stated)	84	4	1.4	82	15
13	CCOC(=O)C(NC(=O)CC)C(O)c1cccc([N+](=O)[O-])c1 (configuration not stated)	.	2	-0.038	.	-12
14	O=C(CSc1ncn(-c2ccccc2)n1)NCc1ccccc1	104	12	-0.27	91	-2
15	C=CCNc1ncnc2c1[nH]c1ccccc12	93	77*	0.99	75	-5

nr	PostGolgi ctrl	Fibroblast inh	PostGolgi yeast	S1P2 agonist
1	-5	100	-9	24*
2	-9	98	1	-5
3	2	89	-2	-4
4	-4	107	1	-5
5	3	.	-2	-11
6	18	109	7	-8
7	3	96	-5	-6
8	5	98	0	-8
9	3	102	5	7
10	.	94	.	-3
11	-15	101	-3	-5
12	5	93	-6	-1
13	0	.	-4	-6
14	12	91	-15	-4
15	-5	87	13	-2

# Next results follow.
nr	molecule	H69AR inhibit	E coli WT exp	hDAT+cocaine	HUVEC prolif 384	S1P2 blocker
16	CCCN(CCC)c1nc(N)nc(-c2cc(Cl)ccc2OC)n1	.	-12	1	.	-12
17	CCOc1ccc(C2SCC(=O)N2c2c(C)n(C)n(-c3ccccc3)c2=O)cc1 (configuration not stated)	81	7	-0.017	96	21
18	CCCC/C(O)=C1\C(=O)CC(C)(C)CC1=Nc1ccccc1OC	33*	0	2.4	107	-11
19	CNC(=S)NNC(=O)c1cccn(Cc2ccc(Cl)cc2Cl)c1=O	.	8	.	.	20
20	OC(C#CCN1CCCC1)c1ccccc1 (configuration not stated)	84	3	0.68	103	9
21	CC(=O)c1ccc(N2CCN(C(=O)c3ccc(Br)cc3)CC2)c(F)c1	53	-2	-0.25	106	12
22	O=c1c2c([nH]c3ccccc13)C(=C1CCCC1)CC2	98	3	0.26	105	22
23	Cc1ccc(NC(=O)C(C)Sc2nc(=O)cc(N)n2-c2ccccc2)cc1 (configuration not stated)	80	1	0.35	86	3
24	N/C(=N\OC(=O)c1ccc(Cl)cc1Cl)c1ccccc1	.	0	0.0083	.	5
25	Cc1ccc(C#N)c(SCc2cc3c(cc2Cl)OCO3)n1	76	-4	-0.6	73	8
26	CCOC(=O)c1nnn(-c2nonc2-n2cccc2)c1CN1CCC(C(=O)OCC)CC1	70	5	0.4	92	-14
27	O=C(CN1C(=O)C2CC=C(Cl)CC2C1=O)Nc1ccc(C(=O)O)cc1 (configuration not stated)	92	-5	-0.15	97	23
28	O=C(Nc1nc2n(n1)C(c1ccccc1)C=C(c1ccccc1)N2)c1ccco1 (configuration not stated)	72	-5	-0.42	83	25
29	O=C(CC12CC3CC(CC(C3)C1)C2)N1CCCOC1	87	-8	-1.2	101	-9
30	O=c1[nH]c(Cc2ccccc2)nc2c1oc1ccccc12	88	-9	0.52	100	14

nr	PostGolgi ctrl	Fibroblast inh	PostGolgi yeast	S1P2 agonist
16	56*	.	9	-3
17	0	90	19	-9
18	31*	93	9	-3
19	0	.	2	-5
20	12	102	-3	-9
21	54*	92	87*	-5
22	3	108	-9	-3
23	9	93	-6	-1
24	7	.	-2	-2
25	-6	87	-4	-4
26	5	95	7	-6
27	8	104	16	-5
28	12	104	19	-8
29	27	103	21	-9
30	13	91	-4	-3

# Random excerpt: two entries already listed.
nr	molecule	H69AR inhibit	E coli WT exp	hDAT+cocaine	HUVEC prolif 384	S1P2 blocker
17	CCOc1ccc(C2SCC(=O)N2c2c(C)n(C)n(-c3ccccc3)c2=O)cc1 (configuration not stated)	81	7	-0.017	96	21
23	Cc1ccc(NC(=O)C(C)Sc2nc(=O)cc(N)n2-c2ccccc2)cc1 (configuration not stated)	80	1	0.35	86	3

nr	PostGolgi ctrl	Fibroblast inh	PostGolgi yeast	S1P2 agonist
17	0	90	19	-9
23	9	93	-6	-1

# Limited to PostGolgi ctrl, for some of the entries so far:
no.	Compound	PostGolgi ctrl
24	N/C(=N\OC(=O)c1ccc(Cl)cc1Cl)c1ccccc1	7
26	CCOC(=O)c1nnn(-c2nonc2-n2cccc2)c1CN1CCC(C(=O)OCC)CC1	5

# Compounds 28 to 30 from above:
nr	molecule	H69AR inhibit	E coli WT exp	hDAT+cocaine	HUVEC prolif 384	S1P2 blocker
28	O=C(Nc1nc2n(n1)C(c1ccccc1)C=C(c1ccccc1)N2)c1ccco1 (configuration not stated)	72	-5	-0.42	83	25
29	O=C(CC12CC3CC(CC(C3)C1)C2)N1CCCOC1	87	-8	-1.2	101	-9
30	O=c1[nH]c(Cc2ccccc2)nc2c1oc1ccccc12	88	-9	0.52	100	14

nr	PostGolgi ctrl	Fibroblast inh	PostGolgi yeast	S1P2 agonist
28	12	104	19	-8
29	27	103	21	-9
30	13	91	-4	-3

# Remaining list, next part.
nr	molecule	H69AR inhibit	E coli WT exp	hDAT+cocaine	HUVEC prolif 384	S1P2 blocker
31	Cc1cc(Cl)c(S(=O)(=O)N(C)C)cc1OCC(N)=O	96	.	-0.38	93	-5
32	COc1ccccc1Cn1c(=O)c2ccccc2n2c(Sc3ncnc4sccc34)nnc12	1.4*	-5	0.42	75	2
33	O=C(CS(=O)(=O)Cc1ccccc1)N1CCN(c2cccc(C(F)(F)F)c2)CC1	93	-5	-0.34	97	-7
34	O=C(Cc1ncc(C(F)(F)F)cc1Cl)Nc1cccc(Br)c1	.	9	-1.1	.	9
35	CNc1nc(C)c(C(=O)OCc2ccccc2)s1	55	3	2	84	-20
36	Cc1ccc(OC(F)F)c(NC(=O)Nc2cccc(C(F)(F)F)c2)c1	2.4*	2	1.1	43	-45
37	Cc1cc(C)cc(CSCC(=O)N/N=C/c2ccc(OCC(=O)NCc3ccco3)cc2)c1	.	-8	-0.67	.	-6
38	O=C1c2ccccc2C(Nc2ccc3c(c2)OCCO3)N1c1ccc(Cl)cn1 (configuration not stated)	88	0	-0.87	99	-19
39	Cc1ccc(-c2cc(=O)[nH][nH]2)c(C)c1	93	11	0.57	103	.
40	Cc1csc(C(C#N)C(=O)c2ccc(S(=O)(=O)N3CCCC3)cc2)n1 (configuration not stated)	95	1	-0.3	93	7
41	Cc1cc2c(c(=O)n1Cc1cccnc1)C(c1cccs1)C(C#N)=C(N)O2 (configuration not stated)	32*	8	-0.33	92	-17
42	CN1CCN(Cc2cc(=O)oc3cc4c(cc23)CCC4)CC1	85	5	-0.77	93	8
43	O=C(CC1CCCCC1)c1c(O)c2ccccc2oc1=O	104	3	-0.013	3.2*	6
44	Cc1ccc(C(=O)OCC(=O)Nc2sc3c(c2C#N)CCCCC3)cc1NC(=O)c1ccco1	101	-13	0.033	86	-1
45	CC(C)(C)c1ccc(C(=O)N/C(=C\c2cccs2)C(=O)NCc2ccco2)cc1	.	-6	1.3	.	29

nr	PostGolgi ctrl	Fibroblast inh	PostGolgi yeast	S1P2 agonist
31	.	101	.	-2
32	42*	56	11	-2
33	3	100	-4	-1
34	5	.	10	-4
35	6	102	21	3
36	56*	35*	-2	-3
37	10	.	-2	-2
38	35*	94	1	-3
39	5	99	2	.
40	16	98	-6	-5
41	-7	97	-3	-6
42	5	100	4	-5
43	9	95	0	-7
44	10	91	2	-3
45	5	.	-10	-4

# Structures listed above printed as active in PostGolgi yeast:
no.	Compound	hDAT+cocaine	S1P2 blocker	PostGolgi yeast	S1P2 agonist
21	CC(=O)c1ccc(N2CCN(C(=O)c3ccc(Br)cc3)CC2)c(F)c1	-0.25	12	87*	-5

# The listing continues:
nr	molecule	H69AR inhibit	E coli WT exp	hDAT+cocaine	HUVEC prolif 384	S1P2 blocker
46	COc1ccc(CN2CNc3nc4ccccc4n3C2)cc1	99	5	-1.7	91	-4
47	CS(=O)(=O)N1CCCC(C(=O)NCc2cccs2)C1 (configuration not stated)	97	2	-0.2	100	11
48	Cn1c(C(=O)N(Cc2ccccc2)Cc2ccccn2)cc2sccc21	79	-7	-0.067	96	4
49	Cc1cc(NS(=O)(=O)c2ccccc2)n(-c2ccccc2)n1	103	3	0.95	99	15
50	COc1ccc(C2=NN(C(=O)CSc3cn(C)c4ccccc34)C(c3ccc(OC)cc3)C2)cc1 (configuration not stated)	67	-10	0.32	96	18
51	CCOc1c(OC(C)=O)ccc(/C=C/c2ccc3cccc(OC(C)=O)c3n2)c1[N+](=O)[O-]	.	-3	.	.	29
52	COc1ccccc1-n1cnc2cc(C(=O)NCc3ccco3)ccc21	.	3	0.62	.	.
53	O=C(NC1CCCCNC1=O)c1ccc(Cl)cc1 (configuration not stated)	94	2	-0.38	106	4
54	CCN(CCO)c1ncnc2c1sc1nc(C(C)C)c3c(c12)CC(C)(C)OC3	.	-6	-0.13	.	-26
55	COc1ccc(C(=O)N2CCCC(c3nc(-c4cccs4)no3)C2)cc1OC (configuration not stated)	55	0	1.1	106	-8
56	O=C(CCN1CCc2ccccc2C(O)(c2ccccc2)C1)c1ccc2c(c1)OCCO2 (configuration not stated)	-0.1*	.	-1.2	85	35
57	COC(=O)c1c(NC(=O)c2ccco2)sc(C(=O)N(C)C)c1C	79	.	-0.052	102	-21
58	Nc1c(-c2ccccc2)cnn1-c1ccc(C(=O)O)cc1	78	-12	-0.25	83	-28
59	COc1ccc(N(CC(=O)Nc2ccccc2C(=O)NCCc2ccccc2)S(C)(=O)=O)cc1OC	95	1	0.67	83	-40
60	CS(=O)(=O)N(CC(=O)N1CCN(c2cccc(Cl)c2)CC1)C1CCCCC1	75	2	0.77	88	-3
61	CCOC(=O)c1c(-c2ccc(C)c(C)c2)csc1NC(=O)C1CC=CCC1C(=O)O (configuration not stated)	.	2	.	.	-15

nr	PostGolgi ctrl	Fibroblast inh	PostGolgi yeast	S1P2 agonist
46	6	90	0	-1
47	13	109	-4	-7
48	15	88	-1	-8
49	18	94	-3	-5
50	24	88	-19	-3
51	7	.	9	-7
52	8	.	3	.
53	4	104	5	-5
54	0	.	-4	-1
55	8	100	-2	-5
56	.	83	.	-5
57	.	83	.	5
58	9	96	-2	-2
59	4	87	1	2
60	27	91	-5	-7
61	33*	.	-2	2
